Mito fusion yeast = qHTS Assay for Small Molecule Inhibitors of Mitochondrial Division or Activators of Mitochondrial Fusion. S. cerevisiae fusion-defective mutant growth rescue, CellTiterGlo 48 h. Potency, µM (titrated, usually from 46.1 µM), inactives show at the top dose growth rescue (activation), most hits filed as activators. actives 0.23% (n = 320,000);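 also: potency is read from the fitted curve at half-maximal effect; % of control where 0% means no effect; nearly all actives have a fitted effect of over 45% in size; temperature-sensitive fusion mutants such as fzo1-1 at 37 °C on non-fermentable ethanol glycerol medium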
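Compounds are tested for their ability to restore growth of mitochondrial fusion-defective yeast strains at non-permissive 37C in YPEG medium over 48 hours. Viability is quantified by luciferase luminescence.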
Menin MLL FP TR = qHTS Assay for Inhibitors Targeting the Menin-MLL Interaction in MLL Related Leukemias: Competition With Texas Red Labeled MLL-derived Mutant Peptide; O00255; Menin + Texas Red MLL mutant peptide, fluorescence polarization; Potency, µM (highest dose often 61.6 µM), for the others: at the highest dose FP activity change, negative = inhibition, most hits filed as inhibitors; actives 0.23% (n = 270,000); active = well fitted inhibition curve with a large enough effect in the polarisation, with a control signal flat, not every such curve was filed as active; inconclusive = small, poorly fitted or top-dose-only effect, or effect the other way, or a change in a side signal; inactive = no such curve, though single readings can be large or run the other way; the % refers to the polarisation; also: potency is read from the fitted curve at half-maximal effect; % of control where 0% means no effect; many of its hits are not listed in these tables
a7 integrin act = qHTS for Activators of Integrin-Mediated Alleviation for Muscular Dystrophy | AID 624291, 2012 | Potency, µM (top dose mostly 38.3 µM), without a hit: at the highest dose activation, hits mostly activators | alpha7betagal myoblasts, beta-gal FDG fluorescence, 48 h | actives 0.064% (n = 350,000);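 also: potency is read from the fitted curve at half-maximal effect; 100% = response of the positive control SU9516; nearly all actives have a fitted effect of over 60% in size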
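Alpha7betagal+/- myoblasts (passage 13) were plated 16-24 hr, then exposed to compounds (1:260 dilution of DMSO stock) for 48 hours at 37C. After MPER lysis, β-galactosidase reporter activity was read as FDG fluorescence (ex 480/em 540) after 30 minutes.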
MBNL1-CUG inh = qHTS Assay for Inhibitors of MBNL1-poly(CUG) RNA binding; AID 2675, 2010; actives 0.036% (n = 280,000); Potency, µM (series often up to 57.5 µM), without a hit: at the highest dose activity change, negative = inhibition, most hits filed as inhibitors; TR-FRET MBNL1-His/biotin-(CUG)12 binding, 665/545 ratio; active = well fitted inhibition curve with a large enough effect in the signal ratio, with a control signal flat, not every such curve was filed as active; inconclusive = small, poorly fitted or top-dose-only effect, or effect the other way, or a change in a side signal; inactive = no such curve, though single readings can be large or run the other way; the % refers to the signal ratio; also: potency is read from the fitted curve at half-maximal effect; % is scaled to controls: 0 for no effect and ±100 for the full control effect
Target sequence (Q9NR56 whole entry, looked up): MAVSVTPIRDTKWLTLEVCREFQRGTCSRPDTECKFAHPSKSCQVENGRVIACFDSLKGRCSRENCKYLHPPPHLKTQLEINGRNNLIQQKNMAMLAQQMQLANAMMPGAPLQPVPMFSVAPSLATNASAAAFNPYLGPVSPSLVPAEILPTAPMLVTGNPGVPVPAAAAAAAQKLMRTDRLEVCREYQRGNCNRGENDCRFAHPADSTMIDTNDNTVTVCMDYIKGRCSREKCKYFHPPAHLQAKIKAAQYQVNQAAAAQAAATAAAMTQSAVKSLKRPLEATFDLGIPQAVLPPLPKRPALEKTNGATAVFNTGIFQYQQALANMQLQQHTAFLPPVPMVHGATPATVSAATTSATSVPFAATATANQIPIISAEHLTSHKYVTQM
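TR-FRET between His-tagged MBNL1 and biotin-(CUG)12 RNA, detected with Tb anti-His antibody (0.055 ng/ul) and streptavidin-XL665 (5 nM), 60 min at room temperature. Compounds titrated 92 nM to 58 uM; 665/545 nm ratio normalized to buffer and complex controls.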
MLL CXXC-DNA inh = qHTS Fluorescence Polarization Assay for Inhibitors of MLL CXXC domain - DNA interaction; Potency, µM (doses to about 115 µM), inactives show at the highest dose activity change, negative = inhibition, most hits filed as inhibitors; Histone-lysine N-methyltransferase 2A (Homo sapiens), Q03164; AID 2662, 2010; MLL-CXXC / FITC-HOXA9 DNA fluorescence polarization; actives 0.037% (n = 290,000); active = well fitted inhibition curve with a large enough effect in the polarisation, with a control signal flat, not every such curve was filed as active; inconclusive = small, poorly fitted or top-dose-only effect, or effect the other way, or a change in a side signal; inactive = no such curve, though single readings can be large or run the other way; the % refers to the polarisation; also: potency is read from the fitted curve at half-maximal effect
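Fluorescence polarization: 7 uM MLL-CXXC (stock) preincubated 5 min with compounds, then 50 nM fluorescein-HOX-A9 DNA (stock) added; 30 min ambient. Buffer 50 mM Tris-HCl pH 7.5, 50 mM NaCl, 1 mM DTT, 0.05% BSA.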
AT treatment = qHTS Assay for Identifying a Potential Treatment of Ataxia-Telangiectasia; […] A-T fibroblasts, KAP-1 phosphorylation AlphaLISA; neocarzinostatin DNA damage 30 min before lysis; Potency, µM (top dose mostly 57.5 µM), for the others: top-dose activation, hits mostly activators; actives 0.19% (n = 320,000); AID 485349, 2010; also: potency is read from the fitted curve at half-maximal effect; % of control where 0% means no effect; nearly all actives have a fitted effect of over 45% in size
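hTERT-immortalized A-T patient fibroblasts ([…]), 500 cells/well in OPTI-MEM, 1% FBS, got compounds for 60 min, then NCS for 30 min at 37C. Lysates were then assayed for phospho-KAP-1 by AlphaLISA (anti-pKAP1 donor, anti-KAP1 acceptor beads), 6 hr at 25C.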
PTAP TSG101 blk = qHTS Assay for Iinhibitors of HIV-1 Budding by Blocking the Interaction of PTAP/TSG101; Fluorescence polarization, FITC-PTAP peptide / Tsg101 binding; Potency, µM (series often up to 115 µM), without a hit: at the highest dose activity change, negative = inhibition, most hits filed as inhibitors; 340,000 tested, under 10 active; AID 493005, 2010; active = well fitted inhibition curve with a large enough effect in the main read-out, with a control signal flat, not every such curve was filed as active; inconclusive = small, poorly fitted or top-dose-only effect, or effect the other way, or a change in a side signal; inactive = no such curve, though single readings can be large or run the other way; also: potency is read from the fitted curve at half-maximal effect; % of control where 0% means no effect
Target sequence (Q99816 whole entry, looked up): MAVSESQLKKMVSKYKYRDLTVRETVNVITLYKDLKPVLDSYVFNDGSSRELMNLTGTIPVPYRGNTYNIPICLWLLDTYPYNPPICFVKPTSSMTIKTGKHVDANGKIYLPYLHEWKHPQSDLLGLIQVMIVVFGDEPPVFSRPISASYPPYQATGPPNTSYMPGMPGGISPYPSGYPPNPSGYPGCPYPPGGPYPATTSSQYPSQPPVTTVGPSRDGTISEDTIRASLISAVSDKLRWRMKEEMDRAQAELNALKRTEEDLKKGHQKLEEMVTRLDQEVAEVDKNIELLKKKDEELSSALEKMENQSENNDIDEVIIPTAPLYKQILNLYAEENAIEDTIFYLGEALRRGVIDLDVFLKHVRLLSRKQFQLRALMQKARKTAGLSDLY
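Fluorescence polarization binding of Tsg101 binding domain (10 uM final) to FITC-labeled PTAP peptide (50 nM final) in HEPES pH 7.5 buffer with NaCl, Tween 20, EDTA, TCEP. Compounds added before peptide; binding 20 min at RT.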
S-ASM inh = Inhibitors of Secretory Acid Sphingomyelinase (S-ASM): qHTS. Potency, µM (doses to about 57.5 µM), inactives show at the top dose activity change, negative = inhibition, actives largely listed as inhibitors. placental ASM, HMU-PC fluorogenic substrate, 60 min. AID 504937, 2011. actives 0.006% (n = 340,000); also: potency is read from the fitted curve at half-maximal effect
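qHTS format. ASM enzyme prepared from human placenta hydrolyses the fluorogenic substrate HMU-PC0 (9 uM final) over 60 min at 37 °C after a 10 min compound preincubation.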
TCR activator = Activators of T cell receptors: qHTS campaign. primary human leukocytes, anti-CD3, IL-2 HTRF, 48 h. Potency, µM (highest dose often 9.22 µM), for inactives: at the top dose activation of IL-2 secretion, most hits filed as activators. 330,000 tested, under 10 active. AID 504894, 2011; also: % of control where 0% means no effect
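IL-2 produced over 48 hr by a-CD3 bead-stimulated primary human leukocytes exposed to compounds was detected with a homogeneous time-resolved FRET immunoassay, 665nm acceptor signal after 320nm excitation.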
TSHR antag = Antagonists of the Thyroid Stimulating Hormone Receptor: HTS campaign | Thyrotropin receptor (Homo sapiens), P16473 | TSHR-expressing cells, TSH-stimulated cAMP HTRF, 2 h; stronger effect = lower value | activity change, negative = inhibition, % at 11.5 µM | actives 0.2% (n = 330,000) | AID 504810, 2011;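 active = activity change below a set negative limit, meaning inhibition stronger than a set level, cut at about -70% in these data; inconclusive = activity change between two set negative limits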; also: % is scaled to controls: 0 for no effect and ±100 for the full control effect
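Read-out is FRET at 665 nm (cryptate excitation 337 nm) from a cryptate-tagged anti-cAMP antibody, competed by cell cAMP against cAMP-d2. Compounds are tested on freshly harvested TSHR cells challenged with 4nM TSH (EC80) for 2 hours at 37 deg C.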
An asterisk follows results filed as active; ? = inconclusive; . = no result given; [ ] = dose if it differs, or a comment. Unless noted, calls follow the shape of the dose curve; as a rule, active = well fitted curve in the direction sought with a large enough effect; inconclusive = small, poorly fitted or top-dose-only effect, or another doubt; inactive = no such curve, though single readings can be large; an effect the other way counts as inactive or inconclusive. This is a subset; count on the stated rates, not on these rows.

SMILES	Mito fusion yeast	Menin MLL FP TR	a7 integrin act	MBNL1-CUG inh	MLL CXXC-DNA inh	AT treatment	PTAP TSG101 blk	S-ASM inh	TCR activator	TSHR antag
Cc1ccc2nc(Nc3nc(-c4ccccc4)cc(=O)[nH]3)nc(C)c2c1	6.8%	-22.6%	-29.7%	-15.3%	75.5%[activator]	4.3%	1.2%	-2.2%	-1.1%	-13.1
COC(=O)C1=C(C)N(c2cc(Cl)cc(Cl)c2)C(=O)C1	-11.6%	6.7%	-58.2%[inhibitor]	2.1%	-1.5%	-1.5%	-5.6%	-1.9%	2.6%	-16.8
CCN(CC1CCCN(CCc2cccc(F)c2)C1)C(=O)c1ccc(CSC)o1 (stereo not drawn)	3.7%	-17.5%	-33.1%	-5.6%	-1.0%	.	-2.8%	-3.0%	0.6%	1.6
Cc1cc(OC(C)C(=O)NCCCN2CCCC2=O)c2c(C)c(C)c(=O)oc2c1 (stereo not drawn)	-8.2%	-18.0%	-27.5%	1.7%	-7.1%	-1.1%	-4.6%	1.2%	0.5%	-2.7
N=c1c2c(-c3ccccc3)c(-c3ccccc3)oc2ncn1CCN1CCOCC1	?	7.5%	10.0%	4.3%	-2.4%	20.9%	-6.8%	-1.8%	.	2.7
CN(CC(=O)Nc1ccc(Cl)cc1)C1CCCCC1	-3.2%	1.1%	-4.9%	-9.7%	-1.4%	1.3%	-3.6%	5.8%	-4.6%	31.6
COc1cccc(NC(=O)CSc2nnc(NC(=O)C3CC3)s2)c1	4.4%	13.6%	5.4%	-0.4%	6.2%	-0.1%	7.6%	-1.7%	1.9%	-8.4
Cc1cccc(NC(=O)c2onc3c2CCCC3)n1	-24.3%	-20.4%	-18.4%	14.0%[11.5 µM]	-4.4%	3.0%	-3.5%	-0.3%	-2.6%[46.1 µM]	8.2
CC(Sc1nnc(CN2CCCC2)n1Cc1ccccc1)C(=O)Nc1ccccc1 (stereo not drawn)	24.6%	.	-3.6%	.	.	22.2%	-6.9%	-0.1%	-5.1%	-11.3
CN(C)c1ccc2c3c(ccc(N(C)C)c13)C(=O)OC2	-5.0%	.	7.6%	20.7%	-9.1%	-16.2%	-3.5%	-9.3%	5.2%	1.7
CCOC(=O)c1ccc(NC(=O)C(CC)(CC)C(=O)OCC)cc1	15.1%	?	15.1%	-1.3%	5.8%	6.2%	-3.9%	2.0%	-19.8%	-0.8
O=C(NCC(F)(F)F)c1ccc(S(=O)(=O)N2CCN(C(=O)C3CCCO3)CC2)cc1 (stereo not drawn)	1.3%	.	-21.4%	.	.	-2.6%	-3.1%	0.7%	-19.5%	2.4
COC(=O)Cn1c(O)c(N=NC(=O)CNC(=O)c2ccc3c(c2)OCCO3)c2ccccc21	23.9%	-12.3%	2.2%	?	-8.3%	-5.9%	-0.7%	-6.2%	-3.6%	10.0
COc1ccc(CN(CC(=O)NCc2ccccc2)C(=O)CCC(=O)Nc2cc(C)ccn2)cc1	12.2%	.	-10.1%	-4.9%	-0.2%	3.4%	-0.1%	3.4%	0.4%	-8.7
CCc1ccccc1NC(=S)N(Cc1ccc(C(=O)O)cc1)Cc1ccc(OC)c(OC)c1	-3.3%	12.0%	-3.1%	-14.8%	0.7%	1.0%	-3.3%	0.2%	5.0%	9.0
C/C(=N\NC(=O)c1cccc(Cl)c1)c1cccc(NC(=O)c2ccco2)c1	6.9%	1.7%	-3.1%	-3.0%	9.5%	4.5%	-2.1%	-6.8%	1.3%	-0.4
Cc1ccc(NC(=S)NNc2ccc(C(=O)O)cc2[N+](=O)[O-])cc1C	.	.	9.4%	.	.	.	2.4%	1.7%	2.5%	.
COCCN(C(=O)CSc1nc2ccccc2o1)c1c(N)n(Cc2ccccc2)c(=O)[nH]c1=O	-0.7%	.	?	.	.	3.6%	-9.2%	3.0%	-12.1%	4.3
CC(OC(=O)CCC(=O)c1ccccc1)C(=O)Nc1ccc(F)cc1 (stereo not drawn)	13.1%	.	13.7%	.	.	-0.6%	-3.2%	-1.4%	6.3%	-7.2
Cc1nc(=S)c2ccccc2[nH]1	-2.5%	-8.1%	-5.6%	?	-12.5%	1.0%	-6.4%	1.0%	-2.8%	10.9
O=C(CN1CCN(S(=O)(=O)/C=C/c2ccccc2)CC1)Nc1ccccc1N1CCOCC1	1.7%	.	16.1%	-7.2%	3.3%	9.0%	-2.5%	2.7%	-0.9%	-6.1
O=C(CCNC(=O)Cn1ccc2ccccc2c1=O)NCCc1ccccc1Cl	14.9%	2.9%	23.0%	-12.4%	9.1%	4.9%	-4.6%	.	1.3%[46.1 µM]	2.4
O=C(Nc1ccc(F)cc1)c1cccnc1	1.7%	-1.7%	16.2%	1.5%	8.5%	9.2%	-2.3%	-0.8%	-1.7%	-3.9
O=C(CCC1CCCC1)NNC(=O)c1cc2ccccc2cc1O	6.8%	?	-38.9%	6.7%	4.6%	-4.0%	-6.4%	1.3%	1.7%	-9.1
C=CCOc1c2ccc(C(=O)NCc3ccccc3OC)cc2nn1C	-0.1%	-5.6%	10.3%	6.4%	3.1%	-7.1%	-9.9%	79.0%[activator]	0.6%	12.3
Cc1ccc(S(=O)(=O)Nc2ccc(F)cc2)cc1C(=O)N1CCOCC1	.	.	19.0%	.	.	10.2%	-2.2%	-3.2%	-1.0%	-1.4
O=C(NCc1cn2ccccc2n1)c1ccccc1	-2.0%	4.6%	3.9%	-0.5%	0.9%	11.5%	-10.9%	6.3%	0.0%	13.5
O=C1CCC([N+](=O)[O-])C(c2ccc(Br)cc2)N1 (stereo not drawn)	-4.9%	6.7%	7.0%	-19.3%	4.9%	-1.7%	-1.9%	3.5%	-1.6%[46.1 µM]	-0.7
O=C1NC[C@@H](c2ccccc2)OC(=O)[C@@H](Cc2ccc(F)cc2)C/C=C\C[C@@H]1CC(=O)N(CCO)Cc1ccccc1	.	.	0.5%	.	.	3.1%	-2.4%	-2.1%	3.7%	-12.5
CCc1cc(=O)oc2c(C)c(OCC(=O)NCCCn3ccnc3)ccc12	-8.4%	1.8%	-24.9%	-1.7%	-1.2%	1.0%	-5.7%	3.0%	-1.4%	-7.9
O=C(O)c1ccc2nc(C(F)(F)F)[nH]c2c1	-9.6%	5.0%	-10.3%	1.2%	-0.7%	-5.4%	-5.7%	-0.3%	0.5%	7.1
CC/C(=N\N=C1\SC(C)C(=O)N1Cc1ccco1)c1ccccc1 (stereo not drawn)	11.1%	-13.2%	3.5%	2.7%	-1.9%	7.2%	0.5%	-5.9%	8.2%[46.1 µM]	-10.0
Cc1ccc(-c2cc(NC(=O)CCl)n(-c3ccccc3)n2)cc1	-21.2%	53.5%[activator]	-23.5%	-13.0%	25.1%	14.5%	-5.7%	-0.8%	-10.6%	22.0
CN(c1ccccc1)S(=O)(=O)c1cccc(NC(=O)CC(C)(C)C)c1	15.9%	-1.1%	-14.5%	?	24.3%	4.6%	-2.8%	1.0%	7.0%[46.1 µM]	0.9
Oc1c(Cl)cc(Cl)cc1/C=N/c1ncn[nH]1	0.1%	47.2%[activator]	8.4%	1.1%	45.6%[activator]	-1.5%	-10.9%	0.8%	1.5%	-7.3
OC(CNCCc1ccccc1)c1ccccc1 (stereo not drawn)	-4.2%	-8.7%	-12.8%	-14.7%	3.2%	6.7%	-8.7%	-1.4%	-12.5%	-5.1
O=C(NCCN1CCOCC1)c1ccc(CS(=O)(=O)c2ccc(Cl)cc2)o1	1.1%	6.6%	8.0%	-0.9%	4.5%	-1.0%	1.1%	1.2%	-2.8%	23.0

Screening results deposited in PubChem BioAssay by National Center for Advancing Translational Sciences (NCATS).
